LGR2 inh = Drosophila LGR2 receptor signaling inhibition; HEK293 LGR2, CRE-luciferase, bursicon-stimulated, 4 h; inhibition, % at 9.99 µM; actives 0.35% (n = 380,000); AID 720647;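 active = drop in luminescence signal, shown as inhibition above about 50% in the replicate tests, limit read from the data, passing the limit was not always enough; inconclusive = probably only some replicates passing the limit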;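 note: agonist challenge used bursicon conditioned medium at about half maximal strength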
ARNT TACC3 PPI = ARNT/TACC3 interaction disruption | AlphaScreen His-ARNT PAS-B/GST-TACC3 binding, luminescence; TACC3 fragment carries E629A point mutation | AID 623870 | Q9Y6A5 | inhibition, % at 9.99 µM | actives 0.66% (n = 390,000);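 active = mean inhibition of replicates at least 50% and at least half of replicates each reaching 50%; inconclusive = half or more replicates reach 50% but mean below 50%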;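 note: 0% = complete ARNT plus TACC3 wells and 100% = ARNT alone without TACC3; many hits fall short of the cut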
* hit, by the source's call; u = inconclusive. This is a subset. The share of hits here may be higher or lower than overall.

cpd | SMILES | LGR2 inh | ARNT TACC3 PPI
1 | O=C(O)c1ccc(COc2c(F)c(F)c(F)c(F)c2F)o1 | 8 | -8
2 | CCC(CC)c1nnc(NS(=O)(=O)Cc2ccccc2)s1 | 0 | -2
3 | Cc1ccc(Nc2nc(C)cc(C)c2C(N)=O)cc1 | 10 | -5
4 | CCOn1c(=O)c(-c2cccs2)[n+]([O-])c2ccccc21 | -2 | 4
5 | O=C(COc1ccc2ccccc2c1)N/N=C/C1CC=CCC1 (stereo unspecified) | 15 | 0
6 | c1ccc(C2c3c(ccc4ccccc34)Oc3ncn4nc(-c5ccco5)nc4c32)cc1 (stereo unspecified) | 4 | -1
7 | CCOC(=O)CNCCC(=O)c1ccc(Br)cc1 | -11 | 4
8 | Cc1ccc(-c2cc(C(F)(F)F)n3nc(C(=O)NCCCn4ccnc4)cc3n2)cc1C | 1 | -3
9 | C=CCn1c(SCC(=O)Nc2ncc(Cc3ccc(C)c(Cl)c3)s2)nnc1-c1ccncc1 | u | -2
10 | COc1cccc(OCC(O)CN2CCN(CCO)CC2)c1 (stereo unspecified) | -3 | -9

The final four compounds of the section above are carried over, then new ones follow.
cpd | SMILES | LGR2 inh | ARNT TACC3 PPI
7 | CCOC(=O)CNCCC(=O)c1ccc(Br)cc1 | -11 | 4
8 | Cc1ccc(-c2cc(C(F)(F)F)n3nc(C(=O)NCCCn4ccnc4)cc3n2)cc1C | 1 | -3
9 | C=CCn1c(SCC(=O)Nc2ncc(Cc3ccc(C)c(Cl)c3)s2)nnc1-c1ccncc1 | u | -2
10 | COc1cccc(OCC(O)CN2CCN(CCO)CC2)c1 (stereo unspecified) | -3 | -9
11 | COc1nccnc1NS(=O)(=O)c1ccc(N=Cc2c(C)[nH]n(-c3ccc(C)c(C)c3)c2=O)cc1 | 12 | 14
12 | O=C(Oc1c(-c2ccccc2)oc2ccccc2c1=O)c1ccccc1 | -25 | -6
13 | O=C(CSc1nc2ccccc2[nH]1)N=Nc1c(O)[nH]c2ccccc12 | -13 | 13
14 | Cc1cc(C(C)(C)C)cc(S(=O)(=O)NCC(=O)O)c1C | -3 | -7
15 | Cc1ccc(C(NC(N)=O)c2ccccc2)cc1 (stereo unspecified) | -28 | 0
16 | Cc1cc(N)c(-n2cc3c(=O)n(C)c(=O)n(C)c3c2)cc1C | -43 | 31
17 | O=C(CN(Cc1ccco1)C(=O)CCC(=O)Nc1ccccn1)NCCc1ccccc1 | -2 | -2
18 | CC(Sc1n[nH]c(N)n1)c1nc2scc(-c3cccs3)c2c(=O)[nH]1 (stereo unspecified) | -5 | 0
19 | Clc1cc(Br)ccc1OCCOCCOc1cccc2cccnc12 | 12 | 9
20 | Cc1ccc(S(=O)(=O)NNC(=O)CCC(=O)Nc2ccc(C)c(C)c2)cc1 | -11 | -2
21 | CCOC(=O)C1(CC)CC(CSc2nc3ccccc3[nH]2)OC1=O (stereo unspecified) | 11 | 4
22 | CCCn1c(SC2C(=O)CC(C)(C)CC2=O)nc2c1c(=O)n(C)c(=O)n2C | 9 | -1
23 | CCc1nccn1S(=O)(=O)c1ccc(C)c(C)c1 | 12 | 14
24 | CN1CCN(Cc2nc3c(c(=O)n(C)c(=O)n3C)n2Cc2cccc3ccccc23)CC1 | -8 | 3
25 | Cc1cc(C)n2nc(CC(=O)NC3CCCCCC3)nc2n1 | 3 | -1
26 | Cc1cc(C(=O)Nc2sc(C)c(-c3ccc(F)cc3)c2C(N)=O)no1 | -30 | 0
27 | CCOc1ccc(C2C(C(=O)OC)=CN(CCOC)C=C2C(=O)OC)cc1 | -1 | -15
28 | CCCc1cc(C(=O)NNC(=S)NC(C)c2ccccc2)cs1 (stereo unspecified) | -3 | 3
29 | CNC(=S)N/N=C/c1c(C)nn(-c2ccccc2)c1Cl | -40 | -1
30 | C=CCn1c(NC(=O)c2ccc(Br)o2)c(S(=O)(=O)c2ccccc2)c2nc3ccccc3nc21 | 6 | 14
31 | Cc1ccc(-c2noc(CCC(=O)Nc3ccc(C)cn3)n2)cc1 | 6 | 20
32 | COC(=O)CSc1nnc(CNC(=O)c2ccccc2OC)n1C | 5 | -5
33 | COCc1cc(=O)n2[nH]c(-c3cccc(Br)c3)cc2n1 | -43 | -3
34 | Cc1cc(C)cc(OCC(=O)Nc2cccc(C(=O)O)c2)c1 | -46 | -6
35 | CCN(CC)S(=O)(=O)c1cc(C(=O)Nc2cccnc2)ccc1Cl | -5 | -11
36 | CC(=O)NS(=O)(=O)c1ccc(NC(=S)NC(=O)C(C)(C)C)cc1 | 3 | -3
37 | O=C(CN1C(=O)COc2ccccc21)NCCN1CCC(Cc2ccccc2)CC1 | 13 | 2
38 | Cn1c(C(=O)N2CCCC(C(=O)NCCc3ccccc3)C2)cc2sccc21 (stereo unspecified) | -7 | -2
39 | CCOC(=O)C(C(=O)OCC)[C@@H]1CS(=O)(=O)C[C@H]1C(C(=O)OCC)C(=O)OCC | 1 | -3
40 | CCOc1ccc(C(Nc2ccc(C)cc2)P2(=O)OCCCO2)cc1 (stereo unspecified) | -10 | -8
41 | O=C(O)/C=C/C(=O)Nc1cccnc1 | 9 | -5
42 | COc1ccccc1C1/C(=C(/O)c2ccc(Cl)cc2)C(=O)C(=O)N1CCN1CCOCC1 (stereo unspecified) | 6 | -4
43 | CNC(=S)NNC(=O)CCn1nc(C)c(Br)c1C | -7 | -3
44 | COc1ccc(-n2c(=S)[nH]c3cc(C(=O)Nc4ccc(OC)c(OC)c4)ccc3c2=O)cc1 | -4 | -5
45 | CCOC(=O)c1sc(NC(=O)CSc2ccccn2)c(C#N)c1C | -22 | -5
46 | COc1ccc(NC(=O)NCCN2CCc3ccccc3C2)cc1 | 15 | 2
47 | COc1ccc(S(=O)(=O)N2Cc3ccccc3CC2C(=O)Nc2nccs2)cc1OC (stereo unspecified) | -16 | 6
48 | O=C(CCNS(=O)(=O)c1ccc(Br)cc1)NCc1ccc2c(c1)OCO2 | -119 | -16
49 | C=CCNCCCOc1ccc(C)cc1Br | -5 | -3
50 | N#CCCn1c2ccccc2c2nc3ccccc3nc21 | -14 | -5
51 | O=C(CSc1ccc(/C=N/NC(=O)c2cccc(F)c2)o1)Nc1ccccc1 | -18 | 5
52 | OCCNCCCCCOc1ccc(F)cc1 | 4 | -1
53 | CCCCNC(=O)c1ccc(S(=O)(=O)c2ccc(Cl)cc2)c(NC(C)=O)c1 | 0 | 4
54 | O=C(OC[C@@H]1CCCN2CCCC[C@H]12)c1cc2ccccc2oc1=O | -28 | 2
55 | O=C(Nc1cccnc1)/C(N=Nc1cccnc1)=C(\O)c1ccccc1 | 8 | 0
56 | Cc1sc2nc(CN3CCOCC3)nc(NS(=O)(=O)c3ccccc3)c2c1C | 3 | 3
57 | COC(=O)/C=C(\C)NC(=O)c1cccs1 | -10 | 15
58 | Nc1nonc1C(=O)NCCN=Cc1ccccc1O | 2 | -3
59 | CCOc1ccc(OCC)c(NC(=O)CN2CCN(c3cccc(C)c3)C(C)C2)c1 (stereo unspecified) | 20 | 15
60 | COc1ccc(-c2noc(C3CCCN(S(=O)(=O)c4ccc(C)c(Cl)c4)C3)n2)cc1OC (stereo unspecified) | 3 | -1

Continuation:
cpd | SMILES | LGR2 inh | ARNT TACC3 PPI
61 | Cc1ccc2nc(Nc3nc(-c4ccccc4)cc(=O)[nH]3)nc(C)c2c1 | u | 3
62 | Cc1ccc(-c2csc3nnc(SCC(=O)NCc4ccco4)n23)cc1 | 10 | 4
63 | COCCCNC(=O)CCCn1c(=O)c2ccccc2n(CC(=O)Nc2c(C)cccc2C)c1=O | 8 | -10
64 | CCOC(=O)C1=C(C)NC(=O)NC1c1cccc(O)c1 (stereo unspecified) | 7 | 0
65 | Cc1ccc(S(=O)(=O)Nc2ccc(C(=O)Nc3cc(C)on3)cc2)cc1 | 2 | 2
66 | CCOC(=O)c1[nH]nc2c1C(=O)N(Cc1ccccc1)C2=O | -13 | -3
67 | CCN(CC)CCN1C(=O)C(=O)/C(=C(/O)c2ccncc2)C1c1ccccc1F (stereo unspecified) | 11 | -7
68 | O=C(Nc1ccccc1N1CCOCC1)C1CCN(S(=O)(=O)c2ccccc2F)CC1 | -15 | -1
69 | N#C/C(=C\c1cccc([N+](=O)[O-])c1)C(=O)NCc1cccnc1 | 9 | 4
70 | Cc1cc(C)nc(SCC(=O)N/N=C\c2sccc2C)n1 | 4 | -3
71 | C=CCn1c(COc2ccc(F)cc2)nnc1SCC(=O)NC(=O)NCc1ccco1 | 10 | -3
72 | CCOc1cc(NC(=O)c2ccco2)c(OCC)cc1NC(=O)Cc1cccc(OC)c1 | -6 | 7
73 | C=CCNC(=O)c1cc(=O)c2ccccc2o1 | 1 | -9
74 | S=c1nc(C2CC2)[nH]c2ccccc12 | -26 | 7
75 | CCOC(=O)N1CCN(C(=O)COc2ccccc2OC)CC1 | 16 | 1
76 | NC(=O)c1ccccc1NC(=S)NC(=O)c1ccc(Br)o1 | -28 | -1
77 | Cc1cccc(CC2CC(=O)N(c3ncccn3)C2=O)c1 (stereo unspecified) | 3 | -3
78 | COc1ccc(CC(=O)NNC(=S)Nc2ccccc2)cc1Br | -14 | -3
79 | Cc1nccn1-c1ncnc2sc3c(c12)CCCC3 | 8 | -4
80 | CN(C)C=Nc1nonc1-c1ncn[nH]1 | 28 | 14
81 | CCN(CC)S(=O)(=O)c1ccc2c3c(cccc13)C(=O)S2 | -5 | 1
82 | CC(C)(C)S(=O)(=O)c1ccccc1C(=O)O | 12 | 1
83 | Cc1ccccc1NC(=O)CC1SC(=NC2CCCCC2)NC1=O (stereo unspecified) | -2 | -15
84 | CCCCCN1CC(O)=C(c2nc(-c3ccc(Cl)cc3)cs2)C1=N | 6 | -3
85 | Clc1ccc(OCCCN2CCCC2)cc1Cl | -7 | -10
86 | CO/N=C/c1ccc(Sc2ccccc2)c([N+](=O)[O-])c1 | -3 | 14
87 | CCOC(=O)c1sc(NC(=O)c2cc3n(n2)C(C(F)(F)F)CC(c2ccccc2)N3)c(C(=O)OCC)c1C (stereo unspecified) | 5 | -1
88 | C/C(=N\NC(=S)NC(C)C)c1ccc(-n2ccnc2)cc1 | 1 | 0
89 | CCCCCCSC1=C(C#N)C(c2ccc(O)cc2)CC(=O)N1 (stereo unspecified) | 12 | -4
90 | CCOC(=O)c1nn(-c2ccc(C)cc2)c(=O)c2c(N)scc12 | 30 | 21

Brought forward from above: three compounds, then new ones.
cpd | SMILES | LGR2 inh | ARNT TACC3 PPI
88 | C/C(=N\NC(=S)NC(C)C)c1ccc(-n2ccnc2)cc1 | 1 | 0
89 | CCCCCCSC1=C(C#N)C(c2ccc(O)cc2)CC(=O)N1 (stereo unspecified) | 12 | -4
90 | CCOC(=O)c1nn(-c2ccc(C)cc2)c(=O)c2c(N)scc12 | 30 | 21
91 | Cc1noc(NS(=O)(=O)c2ccc(NC(=O)COc3ccccc3)cc2)c1C | 2 | 1
92 | CCCCn1c(SCC(=O)N2CCCC2)nc2c1c(=O)n(C)c(=O)n2C | -2 | -3
93 | O=C(CSc1nnc2c(Cl)cc(Cl)cn12)NC1CCS(=O)(=O)C1 (stereo unspecified) | -5 | 1
94 | CN(C)S(=O)(=O)N1CCN(C(=O)N2CCOCC2)CC1 | 3 | -1
95 | O=C(O)Cc1csc(NC(=O)c2ccco2)n1 | -3 | 5
96 | Cc1ccc(C(C)C)c(OCC(=O)Nc2ccc(N3CCN(S(C)(=O)=O)CC3)cc2)c1 | 15 | -15
97 | CC(C)n1c(SCC(=O)N2c3ccccc3Sc3ccccc32)nc2c1c(=O)n(C)c(=O)n2C | -7 | -12
98 | Cc1cc(Nc2ccccc2)n(-c2nc3ccccc3[nH]2)n1 | 13 | 5
99 | CC(C)=C1C2CCC1C1C(=O)N(c3nc(-c4ccc(F)cc4)c(C)s3)C(=O)C21 (stereo unspecified) | 18 | -6
100 | CC1CN(C(=O)/C=C/c2ccc3c(c2)OCO3)CC(C)O1 (stereo unspecified) | -9 | -7
101 | Cc1ccccc1-n1ncc2c([N+](=O)[O-])cc([N+](=O)[O-])cc21 | 3 | 32
102 | NS(=O)(=O)c1ccc(CCNC(=O)Nc2ccc(Cl)c(Cl)c2)cc1 | 12 | 23
103 | Cc1nc2sc(C(c3ccco3)N3CCC4(CC3)OCCO4)c(O)n2n1 (stereo unspecified) | 2 | -1
104 | Cn1cccc1/C=C1\SC(=S)N(NC(=O)c2ccc(Cl)cc2)C1=O | 17 | -23
105 | COc1cccc(-c2cc(C(=O)N3CCCCC3C)no2)c1 (stereo unspecified) | -52 | -9
106 | CSc1snc(SCC(N)=O)c1C#N | -5 | -4
107 | Cc1ccc(-c2cc(-c3ccccc3)nc(Cl)n2)cc1 | -28 | -2
108 | O=C1CC(c2cccc(Cl)c2)CC(O)=C1C=Nc1cccc(Cl)c1 (stereo unspecified) | 12 | -5
109 | O=C(Nc1c(C(=O)Nc2ccc3c(c2)OCCO3)cnn1-c1ccccc1Cl)c1ccco1 | -17 | 0
110 | COc1cc(/C=C/C(=O)O)cc(S(=O)(=O)N(C)CCO)c1OC | 0 | -3
111 | CONC(=O)C1CCN(C(=O)OCc2ccccc2)CC1 | -32 | 2
112 | C=CCn1c(CSCc2ccc(C)cc2)nnc1SCC(=O)NCc1ccccc1 | -17 | -4
113 | C[N+]1=C(/C=C/Nc2ccccc2Cl)C(C)(C)c2ccccc21 | 7 | 12
114 | CC(C)c1onc(C(=O)N2C(C)CCCC2C)c1[N+](=O)[O-] (stereo unspecified) | 7 | -20
115 | Cn1c(SCC(=O)NC(=O)NCc2ccco2)nnc1-c1ccccc1 | -4 | -10
116 | COC(=O)CSc1nnc(CNC(=O)c2ccc(OC)cc2OC)n1C | 25 | -6
117 | CCC1(CC)C(=O)N=C2c3ccccc3C(=O)N21 | 2 | -17
118 | COc1ccc(-c2noc(-c3ccccc3C(=O)Nc3cccc(OC)c3)n2)cc1 | -18 | -6
119 | CC(C)(C)NC(=O)c1nc2ccccc2s1 | -10 | -11
120 | COc1ccccc1NC(=O)Cn1cc(C#N)c2ccccc21 | -11 | -4
